High-throughput results: PubChem BioAssay, Broad Institute
Casp6 inh: caspase-6 (human) enzyme inhibition; P55212; purified caspase-6, Z-VEID-R110 cleavage fluorescence; inhibition, % at 12.5 µM; hit rate 0.53% among 350,000;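 active = mean inhibition across replicates at least about 35%, with every replicate also reaching that limit, limit read from the data; inconclusive = only one of the two criteria met; inactive = neither criterion met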;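 note: 0% = median of neutral control wells and 100% = no fluorescence left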
Target sequence (P55212 24-179 limits assumed): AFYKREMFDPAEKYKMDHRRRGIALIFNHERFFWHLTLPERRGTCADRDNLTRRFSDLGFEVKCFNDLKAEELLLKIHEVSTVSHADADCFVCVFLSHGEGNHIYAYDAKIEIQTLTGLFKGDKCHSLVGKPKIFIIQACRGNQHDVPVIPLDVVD
Target sequence (P55212 194-293 limits assumed): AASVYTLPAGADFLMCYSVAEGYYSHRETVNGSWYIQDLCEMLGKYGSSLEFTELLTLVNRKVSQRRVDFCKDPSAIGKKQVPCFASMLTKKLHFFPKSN
ERAP1 inh: ERAP1 (human) enzyme inhibition; Q9NZ08; recombinant ERAP1, Leu-AMC fluorescence, 60 min; hit rate 0.15% among 340,000; inhibition, % at 10.7 µM; AID 652197;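 active = mean replicate inhibition of at least 30%, or all replicates individually reaching that 30% level; inactive = mean below 30% and not every replicate reaching it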;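 note: 0% = neutral control wells and 100% = L-leucinethiol positive control wells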
F508del corr: correctors of CFTR F508del function in bronchial epithelial cells. AID 720511. hit rate 0.36% among 350,000. CFBE cells, YFP halide quenching; stimulated with forskolin plus potentiator P3; % fluorescence drop versus neutral controls. activity (quench increase), % at 7.58 µM;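 active = mean added fluorescence quench of at least 8% versus neutral control, with both replicates also reaching 8%; inconclusive = only one of the mean or replicate conditions met; inactive = mean below 8% and not both replicates reaching 8%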;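 note: cells transiently co-express mutant CFTR-F508del with the halide-sensitive YFP; corrector assay measuring rescue of mutant channel to the surface after 24 h compound exposure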
ERp5 inh: blocks human ERp5 reductase activity on insulin | Q15084 | ERp5 insulin aggregation, absorbance 650 nm, 90 min | AID 651711 | inhibition, % at 9.99 µM | hit rate 0.05% among 350,000;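 active = mean replicate inhibition above about 25%, with every replicate also reaching it, limit read from the data, passing the limit was not always enough; inconclusive = only one of those two criteria met; inactive = neither criterion met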
Target sequence (Q15084 whole entry, looked up): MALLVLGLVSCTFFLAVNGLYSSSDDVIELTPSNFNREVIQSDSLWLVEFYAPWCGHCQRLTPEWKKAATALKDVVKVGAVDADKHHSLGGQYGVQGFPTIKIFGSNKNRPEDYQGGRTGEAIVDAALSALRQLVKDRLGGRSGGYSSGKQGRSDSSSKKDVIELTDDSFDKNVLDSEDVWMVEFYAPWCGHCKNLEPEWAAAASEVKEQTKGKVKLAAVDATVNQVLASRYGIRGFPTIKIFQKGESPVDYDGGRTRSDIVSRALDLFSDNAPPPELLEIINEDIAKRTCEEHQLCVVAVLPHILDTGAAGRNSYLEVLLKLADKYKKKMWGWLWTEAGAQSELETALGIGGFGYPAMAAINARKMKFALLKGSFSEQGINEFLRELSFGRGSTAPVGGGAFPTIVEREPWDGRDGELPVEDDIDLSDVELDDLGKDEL
DENV2 CPE: inhibitors of DENV2 cytopathic effect. DENV2-infected cells, cytopathic effect rescue, plate reader. CPE inhibition, % at 9.99 µM. hit rate 1.7% among 350,000; in the data active = CPE inhibition above about 20%, passing the limit was not always enough; inconclusive = no clear call, values can overlap the other calls; tested in BHK-21 cells;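 note: 0% = median of neutral control wells and 100% = median of positive control wells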
miR-122 sensor: inhibitors of miR-122 in Huh7 cells. Huh7 miR-122 Renilla luciferase sensor, 48 h; neutral wells = 0, positive control = 100. activation (reporter increase), % at 12.5 µM. hit rate 0.3% among 340,000;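 active = mean replicate activation score at least 90 and every replicate individually at or above 90; inconclusive = only one of the two criteria met; inactive = neither criterion met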;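 note: higher luciferase means less miR-122 activity so hits act as miR-122 inhibitors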
SIRT5 block: blocks human SIRT5 desuccinylation of peptide. Q9NXA8. Purified SirT5, succinyl-peptide AMC, trypsin-coupled fluorescence. inhibition, % at 15 µM. hit rate 1.1% among 330,000. AID 652115; in the data active = inhibition above about 15%; inconclusive = no clear call, values can overlap the other calls
Target sequence (Q9NXA8 whole entry, looked up): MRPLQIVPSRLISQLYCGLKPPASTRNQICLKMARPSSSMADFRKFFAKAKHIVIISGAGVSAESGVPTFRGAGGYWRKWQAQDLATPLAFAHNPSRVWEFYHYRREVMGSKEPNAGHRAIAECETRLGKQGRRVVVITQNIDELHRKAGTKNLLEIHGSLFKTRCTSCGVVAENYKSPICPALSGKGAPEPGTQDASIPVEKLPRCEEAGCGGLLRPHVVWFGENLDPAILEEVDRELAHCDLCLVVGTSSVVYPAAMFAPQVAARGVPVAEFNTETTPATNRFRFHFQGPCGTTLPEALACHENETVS
An asterisk follows results filed as active; ? = inconclusive; . = not tested or not shown; & = joins results of further samples; [ ] = dose if it differs, or a comment.

SMILES	Casp6 inh	ERAP1 inh	F508del corr	ERp5 inh	DENV2 CPE	miR-122 sensor	SIRT5 block
Cc1noc(C)c1S(=O)(=O)Nc1ccc2c(c1)CC(=O)N([C@H](C)CO)C[C@H](C)[C@@H](CN(C)Cc1ccc(Oc3ccccc3)cc1)O2	.	.	-0.8	.	-1	2[16.7 µM]	.
CN(C)c1ccc(CSc2ccccc2)cc1	0	1	-1.6	-1	-3	-5	.
COCCSc1nnc(NC(=O)c2ccc(NC(C)=O)cc2)s1	0	-2	1.9	5	-2	-5	-2
CCOC(=O)/C=C1\SCC(=O)N1CC(=O)NCCc1ccc(F)cc1	-1	-3	0.8	2	-2	-2	-5
COc1ccccc1C(=O)NC(=O)COc1cc(Cl)ccc1Cl	-2	3	-3.6	8	12	4	13
O=C(NCc1cc([N+](=O)[O-])ccc1O)c1cccnc1Sc1ccccc1	-1	1	0.9	5	0	4	4
C[C@@H]1CN([C@@H](C)CO)C(=O)c2cccc(NC(=O)Nc3ccc(F)cc3)c2O[C@H]1CN(C)Cc1ccncc1	-2	-1	1.2	-2	-3	-2[16.7 µM]	-1
C[C@@H]1CN([C@H](C)CO)C(=O)c2cc(NC(=O)Nc3ccc4c(c3)OCO4)ccc2O[C@@H]1CN(C)Cc1ccc(C(=O)Nc2ccccc2N)cc1	1	-1	1.3	9	3	8[16.7 µM]	6
CCOc1cccc(/C=C/c2ccc3cccc(O)c3n2)c1O	3	1	3.5	2	3	16	-2
O=[N+]([O-])c1ccc(-n2nnnc2CN2CCOCC2)cc1	0	10	0.4	3	-4	.	-3
N#C[C@@H]1[C@H](c2ccc(C3=CCCCC3)cc2)[C@H](CO)N1C(=O)NC1CCCCC1	0	-2	-1.4	-9	7	.	1
COc1cc(/C=N/NS(=O)(=O)c2ccc(C)c([N+](=O)[O-])c2)ccc1O	1	2	-3.1	3	1	.	3
COCC#Cc1ccc([C@H]2[C@H](CO)N3C(=O)CN(C(=O)Nc4ccc(F)cc4)C[C@@H]23)cc1	2	1	1.7	0	3	.	-2
CNC(=O)c1ccsc1NC(=O)CCS(=O)(=O)c1ccc(Cl)cc1	0	2	-2.6	-3	0	-4	-3
COc1ccc(S(=O)(=O)N(CC(=O)NCc2ccncc2)c2ccc(C)cc2)cc1Br	2	-1	1.6	-8	-1	.	-3

Structures shown so far with sulfur (8):
SMILES	Casp6 inh	ERAP1 inh	F508del corr	ERp5 inh	DENV2 CPE	miR-122 sensor	SIRT5 block
Cc1noc(C)c1S(=O)(=O)Nc1ccc2c(c1)CC(=O)N([C@H](C)CO)C[C@H](C)[C@@H](CN(C)Cc1ccc(Oc3ccccc3)cc1)O2	.	.	-0.8	.	-1	2[16.7 µM]	.
CN(C)c1ccc(CSc2ccccc2)cc1	0	1	-1.6	-1	-3	-5	.
COCCSc1nnc(NC(=O)c2ccc(NC(C)=O)cc2)s1	0	-2	1.9	5	-2	-5	-2
CCOC(=O)/C=C1\SCC(=O)N1CC(=O)NCCc1ccc(F)cc1	-1	-3	0.8	2	-2	-2	-5
O=C(NCc1cc([N+](=O)[O-])ccc1O)c1cccnc1Sc1ccccc1	-1	1	0.9	5	0	4	4
COc1cc(/C=N/NS(=O)(=O)c2ccc(C)c([N+](=O)[O-])c2)ccc1O	1	2	-3.1	3	1	.	3
CNC(=O)c1ccsc1NC(=O)CCS(=O)(=O)c1ccc(Cl)cc1	0	2	-2.6	-3	0	-4	-3
COc1ccc(S(=O)(=O)N(CC(=O)NCc2ccncc2)c2ccc(C)cc2)cc1Br	2	-1	1.6	-8	-1	.	-3

Going on with the list.
SMILES	Casp6 inh	ERAP1 inh	F508del corr	ERp5 inh	DENV2 CPE	miR-122 sensor	SIRT5 block
O=C(Nc1ccc(F)cc1)N1C[C@H]2[C@@H](c3ccccc31)[C@H](CO)N2Cc1ccccc1Cl	-1	2	-1.8	1	4	-4[16.7 µM]	1
CO[C@H]1CN(C)C(=O)c2cc(NC(=O)Cc3ccccc3)ccc2OC[C@@H](C)N(C)C[C@@H]1C	-1	-1	.	-3	4	1[16.7 µM]	2
O=C(c1ccccc1)c1ccc(N2CCN(C(=O)c3ccc(F)cc3F)CC2)c(F)c1	0	7	1.9	?	6	-4	-4
CC(OC(=O)c1cc(=O)[nH]c2ccccc12)C(=O)N1C(C)CCCC1C (stereo not given)	3	1	-0.6	-3	-2	2	-5
C[C@@H]1CN([C@@H](C)CO)C(=O)c2cccc(NS(=O)(=O)c3ccc(Cl)cc3)c2O[C@@H]1CN(C)S(=O)(=O)c1cccs1	-2	-4	0.0	-3	0	-9[16.7 µM]	5
CCOC(=O)N1CCN(C(=O)CSCC(=O)Nc2nc(-c3ccc(-c4ccccc4)cc3)cs2)CC1	-1	5	2.5	5	7	.	-1
O=C(COc1ccccc1)NNc1nc2c(F)cc(F)cc2s1	-3	2	-1.6	4	10	.	2
CCC(=O)Nc1ccc(NCc2cccs2)cc1	-1	.	-0.2	10	-2	-5	0
CCC(CC)C(=O)N(C)c1c(C)nc2c(OCc3cccc(OC)c3)cccn12	-1	3	-1.5	2	-5	-1	2
O=C(/C=C/c1ccccc1Cl)NC1CCS(=O)(=O)C1 (stereo not given)	-1	1	-1.6	0	5	.	1
CC(C)NC(=O)Nc1ccc2c(c1)C(=O)N([C@@H](C)CO)C[C@H](C)[C@@H](CN(C)Cc1ccc(C(=O)O)cc1)OCCCC[C@H](C)O2	-2	-3	-2.7	4	-2	7[16.7 µM]	-4
Cc1noc(C)c1NC(=O)N(C)C[C@@H]1Oc2c(NS(=O)(=O)c3c(C)noc3C)cccc2C(=O)N([C@@H](C)CO)C[C@@H]1C	-4	3	1.5	-6	13	0[16.7 µM]	2
COc1ccc(NC(=O)CCc2nc3ccccc3c(=O)[nH]2)cc1S(=O)(=O)N1CCCCC1	10	4	-4.4	-1	-8	.	5
CC(=O)Nc1ccc(S(=O)(=O)N2CCN(c3nc4ccccc4n3CC(C)C)CC2)cc1	0	-1	-7.8	1	0	-4	5
CNC(=O)NC(=O)C(C)OC(=O)c1cc2c(s1)CCCCC2 (stereo not given)	-2	1	.	0	2	.	-5

Whole records, looked up by structure. Order of screens: Casp6 inh	ERAP1 inh	F508del corr	ERp5 inh	DENV2 CPE	miR-122 sensor	SIRT5 block
`CCC(CC)C(=O)N(C)c1c(C)nc2c(OCc3cccc(OC)c3)cccn12` as listed: -1	3	-1.5	2	-5	-1	2
`CC(=O)Nc1ccc(S(=O)(=O)N2CCN(c3nc4ccccc4n3CC(C)C)CC2)cc1` as listed: 0	-1	-7.8	1	0	-4	5

New compounds follow:
SMILES	Casp6 inh	ERAP1 inh	F508del corr	ERp5 inh	DENV2 CPE	miR-122 sensor	SIRT5 block
CC(C)(C)C(=O)Nc1sc(-c2ccccc2)cc1C(=O)O	-2	3	-1.0	0	.	11	-1
CC(C)CC#Cc1cnc2c(c1)C(=O)N([C@@H](C)CO)C[C@@H](C)[C@H](CN(C)S(=O)(=O)c1cn(C)cn1)O2	-1	0	0.5	-10	5	1[16.7 µM]	-8
C[C@@H]1CCCN1[C@@H]1CS(=O)(=O)N[C@H]1COCc1ccccc1	-2	.	-0.4	-8	1	-7	-3
COc1ccc(S(N)(=O)=O)cc1C(=O)OCC(=O)N1CC(=O)Nc2ccccc21	4	-1	-2.5	-3	9	-3	-4
CO[C@@H]1CN(C)C(=O)c2ccc(NS(C)(=O)=O)cc2OC[C@@H](C)N(C(=O)C2CCCC2)C[C@@H]1C	0	2	-0.2	3	-7	.	-4
CCCS(=O)(=O)NC(=O)C1(C)CCCN(C(=O)c2cc3ccccc3s2)C1 (stereo not given)	3	5	0.9	3	-1	.	-6
O=C(NCCCn1ccnc1)c1cc2c(ccc3ccccc32)o1	3	-2	-2.9	4	-1	.	-23
NC(=O)C1CCCN(C(=O)c2ccc3nc(Cc4cccc(Cl)c4)oc3c2)C1 (stereo not given)	0	0	-2.0	0	16	.	-4
CC(=O)N1[C@@H](CO)[C@H](c2ccccc2)C12CN(C(=O)c1ccc3c(c1)OCO3)C2	3	-3	-0.8	0	5	.	-1
O=S(=O)(c1ccccc1)N1[C@@H]2CNC[C@H]1C2c1ccc(-c2cccnc2)cc1 (stereo not given in full)	2&-1	-3&4	-3.0&-0.2	1&10	-5&17	.	-4&-2
O=C(NCC(=O)N1CCCC(C(F)(F)F)C1)c1ccccc1Br (stereo not given)	-168	0	0.2	3	?	1	-1
C[C@H](CO)N1C[C@H](C)[C@@H](CN(C)S(=O)(=O)c2cccs2)Oc2ccc(NC(=O)C3CC3)cc2CC1=O	23	1	-0.3	10	-4	-5[16.7 µM]	7
Cc1occc1C(=O)NNC(=O)c1cccc(F)c1	-1	1	-1.2	-6	.	.	-2
O=C(COC(=O)CNC(=O)C1CCCCC1)Nc1ccccc1OC(F)F	4	2	0.0	-4	-7	-3	-4
Cc1cc(Cl)c(C)c(S(=O)(=O)N2CCN(C(=O)C3CCCO3)CC2)c1Cl (stereo not given)	1	-1	-0.9	.	-9	-2	-5
CC1CCN(C(=O)CNC(=O)c2cccc(OC(F)F)c2)CC1	3	-3	-3.1	?	0	-13	0
COc1ccc(Cc2nnc(NC(=O)c3ccccc3C)s2)cc1	1	-3	2.7	3	7	.	0
CN(C)c1ccc(-c2ccnc3c2CC(C)(C(=O)NCC2CCOCC2)O3)cc1 (stereo not given)	4	9	0.0	-4	?	-2	-6
CC(C)COc1ccc(-c2nn(-c3ccccc3)cc2/C=C2/SC(=S)N(CC(=O)O)C2=O)cc1	21	1	1.1	2	-1	4	12
COc1ccc(NC(=O)N(C)C[C@@H]2Oc3ccc(NC(=O)Nc4ccccc4)cc3CC(=O)N([C@@H](C)CO)C[C@H]2C)cc1	-1	-1	-2.0	2	0	-3[16.7 µM]	1
COc1ccc(S(=O)(=O)N(C)C[C@@H]2Oc3ccc(NC(=O)Nc4ccc(C(F)(F)F)cc4)cc3C(=O)N([C@@H](C)CO)C[C@@H]2C)cc1	-1	-1	1.1	3	-4	-7[16.7 µM]	-1
COC(=O)[C@]12C[C@H](CC(=O)N3CCC(c4ccccc4)CC3)C(=O)N(Cc3ccccc3)C1=C[C@H](C(C)(C)C)O[C@@H]2C	1	0	1.9	-3	-3	.	.
CCC(C(=O)NCCC1=CCCCC1)c1ccccc1 (stereo not given)	6	2	.	2	3	-6	1
CC(C)NC(=O)N(C)C[C@@H]1Oc2cc(C3=CCCC3)ccc2S(=O)(=O)N([C@@H](C)CO)C[C@H]1C	4	3	-1.5	4	20	4[16.7 µM]	2
O=C(COc1ccc2c(c1)CCC2)NCc1ccccc1	-3	0	-0.3	4	6	.	1
C[C@@H](NC(=O)[C@H]1[C@H](CO)[C@H]2Cn3c(ccc(C4=CCCC4)c3=O)[C@H]2N1C)c1ccccc1	2	0	-0.9	-7	7	0[16.7 µM]	4
COc1ccc(/C=N/NC(=O)C[n+]2ccccc2)c(OC)c1	-13	4	-3.2	5	-1	2	3
Cc1cc(C(=O)Nc2ccc3c(c2)C(=O)N(C)[C@H]2CC[C@@H](CC(=O)NCc4ccc(-c5ccccc5)cc4)O[C@H]2CO3)no1	0	3	.	-3	-3	.	9
CC(C)Oc1ccc(CCc2nnc(SC(C)C(=O)O)n2-c2ccccc2)cc1 (stereo not given)	1	-2	1.9	-2	6	0	2
CC(NC(=O)C1CCC(CNS(=O)(=O)c2ccccc2)CC1)c1ccccc1 (stereo not given)	-2	0	-2.7	2	-5	-7	-5
O=C(NCc1cccnc1)c1cc(C2CCCN(S(=O)(=O)c3ccccc3)C2)on1 (stereo not given)	1	3	-1.3	-1	0	0	-3
CCOc1ccccc1NC(=O)C1C(c2ccccc2)C1(Cl)Cl (stereo not given)	-3	3	-0.6	-3	-4	-4	.
Cc1noc(C)c1S(=O)(=O)N(C)C[C@H]1Oc2ccc(NS(=O)(=O)c3cccs3)cc2CC(=O)N([C@@H](C)CO)C[C@H]1C	.	2	1.4	-6	3	0[16.7 µM]	4
